Screening results (PubChem)
GLD-1 TGE inh: GLD-1-TGE RNA interaction inhibition (C. elegans); 320,000 tested, 0.44% active; purified GLD-1 + fluorescein TGE RNA, fluorescence polarization; inhibition, % at 5.96 µM; Q17339;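 active = percent inhibition above a per-plate cutoff, the plate mean of test compounds plus 3 SD, cut at about 30% in these data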;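 also: 0% = DMSO wells with GLD-1 and probe and 100% = wells lacking GLD-1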
GRK2 aptamer HTS: human GRK2 inhibition via aptamer displacement | bead flow cytometry, FAM-aptamer displacement from GRK2 | inhibition of aptamer binding, % at 10 µM | 330,000 tested, 0.59% active;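 active = inhibition of aptamer binding above 40%, roughly 3 SD of noise, on plates passing a quality check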;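 also: median bead fluorescence of bound FAM aptamer so fluorescent compounds give negative values; no value below 0 was filed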
Target sequence (P25098 whole entry, looked up): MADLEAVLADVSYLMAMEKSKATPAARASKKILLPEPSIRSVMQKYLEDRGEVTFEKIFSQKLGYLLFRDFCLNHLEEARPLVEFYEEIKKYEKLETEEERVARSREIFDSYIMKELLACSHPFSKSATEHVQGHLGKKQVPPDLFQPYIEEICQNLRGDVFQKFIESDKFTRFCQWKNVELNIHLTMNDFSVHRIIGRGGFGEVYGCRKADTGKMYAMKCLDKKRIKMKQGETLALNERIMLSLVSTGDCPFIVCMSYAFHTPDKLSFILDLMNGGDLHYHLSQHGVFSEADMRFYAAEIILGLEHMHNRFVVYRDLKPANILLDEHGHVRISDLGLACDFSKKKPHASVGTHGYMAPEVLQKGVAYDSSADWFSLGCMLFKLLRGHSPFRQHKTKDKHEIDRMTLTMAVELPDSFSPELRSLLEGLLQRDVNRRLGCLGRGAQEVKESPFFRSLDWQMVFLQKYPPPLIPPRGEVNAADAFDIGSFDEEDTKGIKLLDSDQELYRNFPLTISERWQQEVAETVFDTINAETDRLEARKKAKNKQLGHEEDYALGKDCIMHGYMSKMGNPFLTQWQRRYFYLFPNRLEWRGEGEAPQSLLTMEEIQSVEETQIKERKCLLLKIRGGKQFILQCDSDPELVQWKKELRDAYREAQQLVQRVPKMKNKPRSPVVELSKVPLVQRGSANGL
CIT2-GFP yeast: alters CIT2-GFP fluorescence in TOR pathway yeast screen; S. cerevisiae CIT2-GFP strain, flow cytometry, 3 h; 100 means same as DMSO wells; 320,000 tested, 0.065% active; GFP response vs DMSO, % at 10 µM;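 active = GFP response relative to DMSO above a set limit, near the screen mean plus 3 SD, cut at about 150% in these data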;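 also: ratio of well median GFP fluorescence to mean of DMSO wells on the plate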
Fam108B inh: Fam108B inhibition, counter-screen for RBBP9 inhibitors. inhibition, % at 9.51 µM. AID 1947. recombinant Fam108B, FP-Rh probe fluorescence polarization. 300,000 tested, 0.33% active;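 active = inhibition above the screen mean inhibition plus 3 SD, computed separately per campaign, cut at about 18% in these data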;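 also: inhibitors lower polarization as less probe binds the enzyme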
MEX-5 binding: C. elegans MEX-5 TCR-2 RNA binding activity | MEX-5/FITC-TCR2 RNA binding, fluorescence polarization; active compounds read low | Q9XUB2 | 300,000 tested, 0.38% active | activity score (negative = inhibition of binding), % at 10 µM;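 active = inhibition past about -25% in most replicates, and total fluorescence under double the plate's negative control median, limit read from the data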;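 also: 0% = DMSO and -100% = 5 µM competing unlabeled TCR2 RNA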
MCL1 BIM primary: inhibitors of human MCL1 binding to BIM-BH3 peptide. AID 2057. inhibition, % at 10.9 µM. Q07820. GST-MCL1 / FITC-Bim-BH3 fluorescence polarization. 320,000 tested, 0.68% active;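 active = inhibition above the mean inhibition of all tested compounds plus 3 SD, set per campaign, cut at about 40% in these data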;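 also: 0% = DMSO wells and 100% = unlabeled Bim-BH3 peptide control; higher means more loss of mP so more displacement of Bim peptide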
AGP1 TOR yeast: yeast TOR pathway AGP1-GFP modulation. S. cerevisiae AGP1-GFP multiplex flow cytometry, 3 h; GFP as percent of DMSO wells. 320,000 tested, 0.02% active. GFP response vs DMSO, % at 10 µM;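 active = GFP response relative to DMSO above a set limit, near screen average plus 3 SD, cut at about 150% in these data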;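 also: median GFP channel fluorescence of the gated AGP1 strain per well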
VLA-4 inh: inhibition in a human VLA-4 binding assay; P13612; 330,000 tested, 0.2% active; inhibition, % (about 7 µM as worked out from the volumes in the protocol); VLA-4 expressing cells, ligand binding flow cytometry; in the data active = inhibition above about 50%
BCLXL inh: blocks human Bcl-xL binding to Bim BH3 peptide. Q07817. GST-Bcl-xL / FITC-Bim BH3 peptide fluorescence polarization. inhibition, % at 10.9 µM. 320,000 tested, 0.7% active;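 active = inhibition above the mean of all tested compounds plus 3 SD, cutoff set per campaign, cut at about 30% in these data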;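 also: 0% = DMSO wells and 100% = unlabeled Bim-BH3 peptide competitor; inhibitors lower millipolarization by displacing the labeled peptide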
Target sequence (Q07817 whole entry, looked up): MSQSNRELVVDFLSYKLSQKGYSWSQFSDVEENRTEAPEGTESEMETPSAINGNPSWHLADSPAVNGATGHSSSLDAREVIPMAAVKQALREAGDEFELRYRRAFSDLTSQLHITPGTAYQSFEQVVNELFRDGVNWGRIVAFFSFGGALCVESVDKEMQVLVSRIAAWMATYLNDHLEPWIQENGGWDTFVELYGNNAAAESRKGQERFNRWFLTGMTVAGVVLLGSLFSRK
Active calls of the source: *; x = no result given. Random draw from the library (roughly 2.2% active in at least one column).

SMILES	GLD-1 TGE inh	GRK2 aptamer HTS	CIT2-GFP yeast	Fam108B inh	MEX-5 binding	MCL1 BIM primary	AGP1 TOR yeast	VLA-4 inh	BCLXL inh
S=C(Nc1ccccc1)N1CCCCCC1	5	0	103	-4	0.3	11	105	1	5
CC1CCN(C(=O)Cn2c(=O)n(-c3ccc(F)cc3)c(=O)c3sccc32)CC1	5	1	92	7	1.3	-1	95	3	7
Cc1c(C(=O)Nc2cccc([N+](=O)[O-])c2)cnn1-c1ccccc1	-1	0	95	0	0.9	8	98	5	0
O=C(Nc1ccccc1)C1CCCN(C(=O)c2ccc(Cl)cc2)C1 (centres undefined)	4	4	100	-3	-2.9	-2	103	2	7
O=C(/C=C/c1ccc(F)cc1)NCCC1=CCCCC1	3	0	90	0	0.5	-1	99	7	3
C=CCn1c(SCC(=O)N(C)CC(=O)Nc2ccc(C)cc2)nnc1-c1ccncc1	-3	1	112	x	x	x	107	10	x
COc1ccc(N2CC(C(=O)Nc3cccnc3)CC2=O)cc1 (centres undefined)	-1	3	102	-1	2.0	4	105	10	1
CSCCC(NC(=O)c1ccc(Cl)cc1)C(=O)OCC(=O)NCc1ccco1 (centres undefined)	4	0	97	0	0.3	-2	106	0	3
c1coc(CNc2nc3sc4c(c3c3ncnn23)CCCC4)c1	6	0	92	0	-2.4	-1	88	4	5
COc1ccc(NC(=O)c2cc(C3CC3)on2)c(OC)c1	2	0	107	-10	2.5	1	94	-4	4
CCN(CC(=O)NCc1cccs1)C(=O)c1cccc(S(=O)(=O)Nc2ccccc2Cl)c1	-9	0	84	0	2.7	0	101	0	5
COc1cc2c(cc1NC(=O)COc1ccc3ccccc3c1)oc1ccccc12	-4	0	91	-9	-2.8	3	100	7	3
C/C(C=O)=C/c1ccccc1	2	1	86	x	x	0	88	6	6
COC(=O)c1ccc(C)c(NC(=O)c2c(-c3ccccc3)noc2C)c1	5	0	104	-5	-3.6	-5	97	24	1
COc1ccc(Cl)cc1Nc1nc(-c2sc(NC(=O)CC(C)C)nc2C)cs1	1	0	94	11	4.0	-4	90	3	-3
CC(C)(C)c1ccc(C(=O)Nc2ccccc2Cl)cc1	-4	1	92	-3	1.0	4	95	9	5
O=C(O)CCS(=O)(=O)c1ccc(-c2ccccc2)cc1	-6	0	105	0	-1.6	5	101	-21	5
CCn1c(SCC(=O)NCC2CCCO2)nc2ccccc21 (centres undefined)	6	2	105	x	x	-16	109	5	-34
CC(=O)c1cccc(S(=O)(=O)NCC(C)(C)N2CCOCC2)c1	1	0	108	0	0.7	-7	108	1	-3
COc1ccc(N2CCN(C(=O)c3ccc(Cl)c(S(=O)(=O)N4CCCC4)c3)CC2)cc1	6	4	96	1	-1.3	2	100	23	3
CCCc1cc2c(cc1NC(=O)c1ccc(Br)cc1)OCO2	4	0	108	2	0.5	3	104	4	2
Cc1nonc1OC(C)CNc1ccc([N+](=O)[O-])cc1 (centres undefined)	5	0	96	1	-2.5	0	92	-5	5
CCCn1c(=N)n(CC(=O)c2ccc(OCC(=O)OC)cc2)c2ccccc21	4	0	97	0	2.3	5	114	17	8
CC(C)(CCl)C(=O)Nc1ccc(OC(F)(F)F)cc1	6	0	100	0	3.2	5	91	18	2
COc1ccc(N2C(=O)c3ccc(C(=O)Nc4ccc(NC(C)=O)cc4)cc3C2=O)cc1	1	0	105	-4	-0.4	6	107	6	3

Brought forward from above: 2 entries, then new ones.
SMILES	GLD-1 TGE inh	GRK2 aptamer HTS	CIT2-GFP yeast	Fam108B inh	MEX-5 binding	MCL1 BIM primary	AGP1 TOR yeast	VLA-4 inh	BCLXL inh
CC(C)(CCl)C(=O)Nc1ccc(OC(F)(F)F)cc1	6	0	100	0	3.2	5	91	18	2
COc1ccc(N2C(=O)c3ccc(C(=O)Nc4ccc(NC(C)=O)cc4)cc3C2=O)cc1	1	0	105	-4	-0.4	6	107	6	3
CCC(O)CC(C(=O)NNc1ccccc1)C(=O)NNc1ccccc1 (centres undefined)	8	7	107	-1	-4.6	-4	104	13	3
COc1ccc(CN2CCN(Cc3nc4ccccc4s3)CC2CCO)c(C)c1C (centres undefined)	2	1	88	-4	3.1	13	91	10	5
COCCNc1nc(-c2cc(-c3ccccc3)on2)cc(C(C)C)n1	6	2	81	-4	-1.6	2	80	32	3
Cc1ccccc1/[N+]([O-])=C/c1ccncc1	-5	0	85	1	1.3	-3	88	-3	0
CCC1CCc2c(c3ccccc3[nH]c2=O)O1 (centres undefined)	-3	2	108	-3	0.0	3	107	3	0
C=CCn1c(=NC(=O)CN2C(=O)CCC2=O)sc2cccc(OC)c21	3	3	96	-6	2.6	4	91	11	5
CN(c1ccccc1)S(=O)(=O)c1cccc(C(=O)NC2CC(C)(C)NC(C)(C)C2)c1	5	1	85	x	x	3	86	10	1
C=C(C)C1CC=C(CN2CCN(Cc3ccccc3)CC2)CC1 (centres undefined)	1	0	108	-1	-0.7	18	97	9	6
COc1ccc(NS(=O)(=O)c2ccc3[nH]c(=O)[nH]c3c2)cc1	4	0	91	1	0.0	12	135	-1	11
Cc1cccc(NC(=O)c2ccc3nc(N4CCOCC4)sc3c2)c1C	1	0	97	-1	1.4	0	102	3	-4
O=[N+]([O-])c1ccccc1S(=O)(=O)Nc1ccc(-c2ccc(N3CCCC3)nn2)cc1	2	5	109	1	-1.7	6	113	-52	3
Cc1cc(C)c2c(c1)-c1c(ssc1=S)C(C)(C)N2C(=O)CN1C(=O)c2ccccc2C1=O	9	4	96	0	2.3	6	99	-2	3
CCC1(CC)NC(=O)N(CC(=O)OCC(=O)Nc2cc(C)ccc2C)C1=O	0	3	93	0	0.8	6	94	23	7
CC(C)C1N(c2ccccc2)C(N)=C(C#N)C1(C#N)C#N (centres undefined)	-5	0	108	1	1.4	-4	110	2	-6
O=C(O)c1cccc(NC(=O)c2ccc(S(=O)(=O)c3ccccc3)cc2)c1	0	4	103	0	-2.7	-4	97	-1	2
Cc1ccc(S(=O)(=O)N(C)CC(=O)O/N=C(\N)c2cccc([N+](=O)[O-])c2)cc1	-1	0	94	-4	-3.3	0	96	8	5
O=C(Nc1nsc(-c2ccccc2)n1)c1ccc(F)cc1	2	1	74	-8	3.0	1	80	10	8
CCNC(=O)CSc1nnc(-c2cccc(S(=O)(=O)N(CC)CC)c2)n1CCc1ccccc1	1	0	94	-1	2.3	-12	100	10	-1
COc1ccc(C2CC(c3cc(Br)ccc3F)n3nnnc3N2)cc1 (centres undefined)	-1	3	109	0	1.1	4	107	8	9
CN(C)CCn1c2c(c(SCC(=O)Nc3cccc4ccccc34)nc1=O)CCC2	0	0	92	-2	0.0	5	105	5	1
O=C(c1ccc2c(c1)N(Cc1ccccc1F)C(=O)c1ccccc1S2)N1CCOCC1	0	1	98	0	-0.1	-3	102	-3	-3
O=C(CN1C(=O)c2ccccc2S1(=O)=O)Nc1ccccn1	-3	3	92	1	0.3	-3	107	0	4
CCOC(=O)N1CCN(C(=O)c2oc3ccc(S(=O)(=O)N4CCCCC4)cc3c2C)CC1	-2	1	91	-1	0.7	-2	102	10	-1
O=C(c1cccc(S(=O)(=O)N2CCN(c3ccc(F)cc3)CC2)c1)N1CCCCCCC1	5	0	108	4	0.6	11	105	4	2
O=C(/C=C/c1ccccc1)NC(=S)NNS(=O)(=O)c1ccccc1	-7	4	84	-1	0.9	15	91	-5	10

Limited to Fam108B inh and AGP1 TOR yeast (2 entries from above):
mol,Fam108B inh,AGP1 TOR yeast
COCCNc1nc(-c2cc(-c3ccccc3)on2)cc(C(C)C)n1,-4,80
CCOC(=O)N1CCN(C(=O)c2oc3ccc(S(=O)(=O)N4CCCCC4)cc3c2C)CC1,-1,102

Back to the main list, starting 5 compounds before the break.
SMILES	GLD-1 TGE inh	GRK2 aptamer HTS	CIT2-GFP yeast	Fam108B inh	MEX-5 binding	MCL1 BIM primary	AGP1 TOR yeast	VLA-4 inh	BCLXL inh
O=C(c1ccc2c(c1)N(Cc1ccccc1F)C(=O)c1ccccc1S2)N1CCOCC1	0	1	98	0	-0.1	-3	102	-3	-3
O=C(CN1C(=O)c2ccccc2S1(=O)=O)Nc1ccccn1	-3	3	92	1	0.3	-3	107	0	4
CCOC(=O)N1CCN(C(=O)c2oc3ccc(S(=O)(=O)N4CCCCC4)cc3c2C)CC1	-2	1	91	-1	0.7	-2	102	10	-1
O=C(c1cccc(S(=O)(=O)N2CCN(c3ccc(F)cc3)CC2)c1)N1CCCCCCC1	5	0	108	4	0.6	11	105	4	2
O=C(/C=C/c1ccccc1)NC(=S)NNS(=O)(=O)c1ccccc1	-7	4	84	-1	0.9	15	91	-5	10
CC1(c2ccc(OC(F)F)cc2)NC(=O)N(CC(=O)Nc2ccccc2)C1=O (centres undefined)	-6	3	92	-2	1.8	-3	91	-5	-6
CC(C)N1CCc2c(sc(NC(=O)c3ccc([N+](=O)[O-])o3)c2C(N)=O)C1	3	0	95	1	-4.8	-3	105	-8	4
COc1ccc2nc(C)cc(SCC(=O)N3CCCCC3)c2c1	-4	0	89	3	-0.3	-8	94	21	-2
CCCCNc1ccc2nsnc2c1[N+](=O)[O-]	-2	2	104	-2	2.2	-3	96	7	14
CCCNC(=O)c1ccc(C2SCC(=O)N2CCc2ccccc2)cc1 (centres undefined)	5	0	108	2	-2.5	-5	107	-4	5
S=C(NC1CCCCCC1)NC1CCCC1	0	0	106	-1	0.8	7	104	2	4
C=CCNc1nnc(Sc2ncccc2[N+](=O)[O-])s1	-3	2	95	0	0.5	-8	101	-2	-7
O=C(Nc1ccon1)c1cccc(S(=O)(=O)N2CCCCC2)c1	-2	0	100	2	-0.3	0	105	2	4
C[C@@H]1CN(C(=O)c2nc3ccc(Cl)cn3c2CN(C)CCc2cnn(C)c2)C[C@H](C)O1	8	0	98	-1	-6.7	13	101	5	8
COc1ccc(OC)c(C(c2c(C)[nH][nH]c2=O)c2c(C)[nH][nH]c2=O)c1	-8	0	99	-7	-3.9	-10	102	4	-1
COc1ccc(-n2ncc3c2CC(C)(C)CC3NC(=O)c2cn[nH]c2)cc1 (centres undefined)	x	1	92	x	-1.1	x	85	11	x
CC1(C)CC(=O)C2=C(C1)Nc1ccccc1NC2c1cccnc1 (centres undefined)	-1	0	102	4	2.9	5	105	3	7
COc1ccc(CCN=C(N)NS(=O)(=O)c2ccc(F)cc2)cc1OC	0	5	102	-1	4.3	3	105	2	2

Record cards, from the list above:
`C=CCNc1nnc(Sc2ncccc2[N+](=O)[O-])s1` is listed as GLD-1 TGE inh: -3; GRK2 aptamer HTS: 2; CIT2-GFP yeast: 95; Fam108B inh: 0; MEX-5 binding: 0.5; MCL1 BIM primary: -8; AGP1 TOR yeast: 101; VLA-4 inh: -2; BCLXL inh: -7
`CC(C)N1CCc2c(sc(NC(=O)c3ccc([N+](=O)[O-])o3)c2C(N)=O)C1` is listed as GLD-1 TGE inh: 3; GRK2 aptamer HTS: 0; CIT2-GFP yeast: 95; Fam108B inh: 1; MEX-5 binding: -4.8; MCL1 BIM primary: -3; AGP1 TOR yeast: 105; VLA-4 inh: -8; BCLXL inh: 4
